Screening results: PubChem, several laboratories
Ba/F3 V617F tox: lowers viability of Ba/F3 cells expressing EpoR and JAK2V617F | AID 1446 | hit rate 1.1% among 220,000 | inhibition, % at 5.6 µM | ATP luminescence;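 active = inhibition above the campaign mean plus 3 SD over all tested compounds, cut at about 24% in these data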;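 note: cytokine-independent growth of Ba/F3 cells driven by EpoR plus mutant JAK2; 0% = DMSO-treated cells and 100% = JAK inhibitor I control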
eIF4E-4G inh: eIF4E/eIF4G interaction inhibition in translation initiation; inhibition, % at 21.7 µM; AID 782; P63073+Q04637; TR-FRET eIF4E-eIF4GI(517-606) binding, 2 h; hit rate 0.37% among 220,000;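 active = inhibition above about 30%, limit read from the data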;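 note: 0% = full FRET control wells and 100% = background wells lacking eIF4GI fragment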
Wee1 stabilizer: inhibitors of human Wee1 degradation. AID 1321. reporter increase, % at 5 µM. HeLa Luc-Wee1K328M stability, luciferase luminescence; 100% = proteasome inhibitor MG132 effect. hit rate 1.2% among 220,000. P30291;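 active = activation above the mean of all tested compounds plus 3 SD, set per screening run, cut at about 8.8% in these data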;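 note: cells exposed to compound for 20 h before luminescence read; 0% = DMSO alone and 100% = MG132 at 30 µM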
Target sequence (P30291 whole entry K328M): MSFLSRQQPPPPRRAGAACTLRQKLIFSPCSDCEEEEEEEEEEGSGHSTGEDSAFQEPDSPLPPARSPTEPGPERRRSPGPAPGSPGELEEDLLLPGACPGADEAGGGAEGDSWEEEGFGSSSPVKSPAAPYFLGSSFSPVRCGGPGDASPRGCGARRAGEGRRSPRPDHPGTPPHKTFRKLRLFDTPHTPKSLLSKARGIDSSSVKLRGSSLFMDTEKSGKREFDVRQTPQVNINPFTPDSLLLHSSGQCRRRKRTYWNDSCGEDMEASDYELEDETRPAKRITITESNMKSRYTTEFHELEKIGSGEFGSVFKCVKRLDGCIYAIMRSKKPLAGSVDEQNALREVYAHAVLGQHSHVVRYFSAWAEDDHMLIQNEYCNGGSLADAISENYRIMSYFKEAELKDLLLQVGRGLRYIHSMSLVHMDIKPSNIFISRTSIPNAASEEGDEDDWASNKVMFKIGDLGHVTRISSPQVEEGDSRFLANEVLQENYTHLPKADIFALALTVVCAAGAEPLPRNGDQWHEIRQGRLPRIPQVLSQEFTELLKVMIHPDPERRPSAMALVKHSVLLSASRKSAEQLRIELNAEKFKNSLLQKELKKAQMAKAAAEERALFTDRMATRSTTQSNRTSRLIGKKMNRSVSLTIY
NPY-Y2 PAM-ag: human NPY-Y2 potentiation or agonism, primary screen. AID 1359. cells expressing NPY-Y2, potentiator/agonist read-out. P49146. hit rate 0.45% among 220,000. activation, % at 3.6 µM; in the data active = activation above about 27%;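 note: cells stimulated with NPY near EC25 plus isoproterenol at EC100; 0% = vehicle plus submaximal agonist and 100% = vehicle plus saturating agonist; some results beyond the cut were filed as inactive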
PERK inh: human PERK inhibition, primary cell-based screen | Q9NZJ5 | CHO PERK-DD fusion, SEAP luminescence translation reporter | inhibition, % at 5.6 µM | hit rate 0.17% among 220,000 | AID 1416;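 active = inhibition above the mean inhibition of all tested compounds plus 3 SD, set separately per screening campaign, cut at about 2.9% in these data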;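 note: PERK kinase domain activated by AP20187 dimerizer at 100 nM; 0% = DMSO with dimerizer and 100% = rapamycin at 8.4 µM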
MDM2 E3 inh: blocks human Mdm2 ubiquitin ligase activity | Q00987 | cell-based MDM2 ubiquitination luciferase reporter, 2 h; 0 = plate control, 100 = twice control, blank-subtracted | signal enhancement, % at 5 µM | hit rate 0.11% among 210,000;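 active = signal enhancement of 30% or more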;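 note: luminescence tracks abundance of the self-degrading MDM2-luciferase fusion protein; higher signal means inhibition of MDM2 E3 ligase activity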
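system = mammalian cells stably expressing self-ubiquitinating, self-degrading MDM2 E3–luciferase fusion | quantity = 2000 cells per well seeded | incubation = 4 h cell settling then 2 h compound exposure, 37 °C | signal = SteadyLite luminescence, 15 min reagent step | benchmarks = plate control and blank wells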
S1P4 antag: antagonists of human S1P4 receptor; O95977; S1P4-expressing cells, antagonist mode, reporter read-out; inhibition, % at 4.98 µM; hit rate 0.26% among 220,000; AID 1510; in the data active = inhibition above about 29%;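 note: 0% = wells stimulated with agonist and 100% = vehicle wells without agonist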
Target sequence (O95977 whole entry, looked up): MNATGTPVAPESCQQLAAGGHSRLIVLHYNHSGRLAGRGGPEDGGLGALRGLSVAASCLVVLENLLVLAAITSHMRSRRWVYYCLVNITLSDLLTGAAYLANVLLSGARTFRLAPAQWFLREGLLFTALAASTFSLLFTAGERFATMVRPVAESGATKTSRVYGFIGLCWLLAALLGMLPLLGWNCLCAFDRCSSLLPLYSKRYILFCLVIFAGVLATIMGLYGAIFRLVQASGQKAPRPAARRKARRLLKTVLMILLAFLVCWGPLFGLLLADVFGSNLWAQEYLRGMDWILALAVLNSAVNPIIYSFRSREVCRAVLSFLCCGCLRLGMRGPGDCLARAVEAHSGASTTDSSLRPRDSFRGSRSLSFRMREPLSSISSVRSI
BaF3 parental: reduces parental Ba/F3 cell viability, JAK2V617F counter-screen; CellTiter-Glo ATP luminescence; hit rate 1.1% among 220,000; AID 1486; inhibition, % at 5.6 µM;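 active = inhibition above a per-campaign cutoff, the mean inhibition of all tested compounds plus 3 SD, cut at about 27% in these data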;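 note: 0% = DMSO wells and 100% = JAK Inhibitor I control wells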
S1P4 agonist: human S1P4 receptor agonism | activation, % at 4.98 µM | hit rate 0.35% among 220,000 | O95977 | S1P4-expressing cell line, agonist reporter assay; in the data active = activation above about 11%;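 note: 0% = DMSO vehicle and 100% = reference agonist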
* hit, by the source's call; · = not tested or not shown; [ ] = remark or other dose. This is a random part of the collection; about 4.1% have a hit in one of these screens.

SMILES	Ba/F3 V617F tox	eIF4E-4G inh	Wee1 stabilizer	NPY-Y2 PAM-ag	PERK inh	MDM2 E3 inh	S1P4 antag	BaF3 parental	S1P4 agonist
Cn1c(=O)cc(OCC(=O)N2CCC(N3CCCCC3)CC2)c2ccccc21	-3	1	0	2	0.6	-14	-18	2	-1.8
Cc1ccc2nc(C(F)C(F)(F)F)[nH]c2c1 (stereo not drawn)	-4	2	-3	-3	0.5	1	3	2	0.1
O=C(Nc1sc2c(c1C(=O)O)CCCCC2)c1ccco1	3	0	8	-5	0.9	-26	-11	3	1.1
CCOC(=O)C1CCCN(c2c(N3CCC(N4CCCCC4)CC3)c(=O)c2=O)C1 (stereo not drawn)	-4	3	-2	3	0.4	-4	-6	-1	0.2
Cc1nnc(N2CCCCC2)c2ccccc12	-1	2	1	3	0.1	-17	2	4	1.4
Cc1ccc(NC2(C#N)C(=O)Nc3ccccc32)cc1 (stereo not drawn)	-2	-3[fluorescence artefact?]	-2	-5	1.0	-18	10	8	1.4
O=C(NC(=S)Nc1nc2c(s1)CCCC2)c1ccccc1	4	-2	0	-1	0.5	-4	5	10	-1.8
Cc1nn(C)c(C(=O)N2CCc3ccccc32)c1Cl	-3	5[fluorescence artefact?]	-2	4	0.2	6	-9	4	2.6
c1ccc(Oc2cccc(OCCCn3cncn3)c2)cc1	-5	-1	0	7	0.7	-15	4	1	-1.2
Cn1c(=O)c2c(-c3cccc(Br)c3)c(C#N)c(N)nc2n(C)c1=O	0	-13	0	5	0.2	·	-19	-4	0.4
CCOC(=O)c1cn2nc(Oc3ccc(OC)cc3)ccc2n1	1	4	-1	-10	0.7	-2	-6	0	-0.1
CN(CCC#N)C(=O)COC(=O)c1ccc(Cl)c(S(=O)(=O)N(C)c2ccccc2)c1	0	-1	-4	-9	-0.1	-17	-4	7	5.3
CCC(=O)c1ccc(O)c(CC=C(C)C)c1	-5	0	-3	13	0.8	0	-9	-3	-0.1
O=C(CSCC(=O)OCC(=O)c1ccc(Br)cc1)Nc1cccc2ccccc12	-1	-26	-1	-25	0.7	-9	-7	1	-0.8
CCOc1cc(-c2cc(-c3ccc(N)cc3)nc(N)c2C#N)ccc1O	2	·	4	-10	-0.7	5	13	6	-0.1
Cc1cccc(N2CCN(C(=O)c3cc(S(=O)(=O)N(C)C)ccc3N3CCCC3)CC2)c1C	-1	7	-1	-4	1.6	-69	-4	0	-0.7
CC/C(C)=N/N1C(=O)c2ccccc2NC1(C)CC (stereo not drawn)	-3	-1	-2	11	0.2	-2	-6	-1	-1.4
O=C(c1cc(-c2ccc3c(c2)OCO3)on1)N1CCN(c2ccccc2)CC1	-3	3	0	-14	1.9	-37	13	0	2.4
COc1ccc(C2=NN(C(=O)CCC(=O)O)C(c3cccs3)C2)cc1 (stereo not drawn)	3	1	-3	-2	0.4	-14	-16	12	1.1
COc1ccc(C(O)(c2ccccc2OC)C(CN2CCOCC2)c2ccccc2)cc1 (stereo not drawn)	1	-3	0	-4	-0.6	-5	1	7	-0.7
Clc1ccccc1Cn1nnc2c(Nc3ccccc3)ncnc21	2	1	-2	5	0.2	-17	-8	9	-1.3
CCCCOC(=O)c1ccc(NC(=O)CSc2nncn2C)cc1	-2	3[fluorescence artefact?]	2	10	-0.2	-4	3	2	0.9
CCOc1ccc(N(CC(=O)NCc2cccs2)S(=O)(=O)c2c(C)noc2C)cc1	2	-1[fluorescence artefact?]	-1	-1	-0.6	-7	-11	9	-0.2
COc1cccc(-n2c(SCC(=O)N3CCc4ccccc43)nnc2-c2c[nH]c3ccccc23)c1	-1	-4	2	2	1.8	·	4	3	0.5
COC(=O)c1cc(NS(=O)(=O)c2ccc(C)c3ccccc23)ccc1N1CCOCC1	-2	7	9.0*	-10	-1.5	-12	1	1	-1.1
Nc1ccc(C23CC4CC(CC(C4)C2)C3)cc1	-1	1	-4	3	0.4	1	-6	2	0.5
O=C(O)c1cccc(N/N=C/c2cccnc2)c1	0	1	-1	11	1.1	-54	-7	7	-0.2
C/C(=N\NC(=S)Nc1cccc(C)c1)c1cc2ccccc2o1	-7	-1	4	-16	-0.1	-1	-15	0	-0.1
CCOc1ccc(N(CC(=O)NC2CCCC2)C(=O)CSc2nnc(COc3ccccc3)o2)cc1	6	-13[fluorescence artefact?]	-1	-20	-1.8	-3	-12	7	0.5
COc1ccc(/C=N/NC(=O)c2ccc(N)cc2)cc1Cn1cc([N+](=O)[O-])cn1	-3	4	2	-4	0.6	-2	-4	0	-0.1
O=C(Nc1cccc2ccccc12)N1CCN(c2ccccc2)CC1	-1	1	-2	-9	0.2	-6	-4	1	-0.5
COc1ccc(S(=O)(=O)N2CCOC2CNC(=O)C(=O)NCc2ccco2)cc1C (stereo not drawn)	-4	-6	-2	-5	0.9	0	-7	5	-1.2
COc1cc(-c2nnc(-c3ccc(N4CCOCC4)cc3)o2)cc(OC)c1OC	-4	·	0	10	0.1	-15	-22	1	-0.5
CCOC(=O)N1CCN(C(=O)c2cn(CC(C)C)c(=O)c3c2c2ccccc2n3C)CC1	1	7	0	-1	-0.9	-6	-27	6	-1.1
CCC(CO)NC(=O)c1ccccc1C(F)(F)F (stereo not drawn)	-2	2	2	15	0.4	-20	-2	3	-0.5
O=C(CC1(O)C(=O)N(Cc2cccc3ccccc23)c2ccccc21)c1cccnc1 (stereo not drawn)	68*	-8[fluorescence artefact?]	-2	9	-0.3	-5	-13	54*	-1.2
Nc1nc(-c2nc3ccccc3[nH]2)cs1	0	-15	-2	-12	0.4	-9	-14	4	0.7
Cc1nn(CC(=O)NCC2CCCO2)c(C)c1[N+](=O)[O-] (stereo not drawn)	-1	-1	-1	-1	0.1	-5	-10	4	0.8
CC1=NN(c2ccc(N)cc2)C(=O)C1	-3	-3	3	4	0.5	-6	-9	5	-2.9
C/C=C(/C)C(=O)O[C@@H]1c2c(ccc3ccc(=O)oc23)O[C@@H]1C(C)(C)OC(=O)/C(C)=C\C	2	0	-2	-7	-0.4	·	-4	7	0.8
CS(=O)(=O)c1ccc(Cl)c(NC(=O)Nc2ccccc2)c1	-1	3	-1	-11	0.4	-9	17	1	0.3
Cc1cc(C)cc(NC(=O)c2cc(S(=O)(=O)NCc3ccco3)ccc2F)c1	7	1	-2	2	-1.1	3	-3	7	1.7
CCCC(=O)NCCSC	-1	3	6	-2	-0.3	-15	-5	8	-2.4
Cc1ccccc1C=Nc1ccccc1C(N)=O	2	17[fluorescence artefact?]	3	-6	0.2	5	-8	18	-0.3
CC1(C)OC(=O)N(CCc2ccccc2)C1(C)O (stereo not drawn)	-2	5[fluorescence artefact?]	3	5	1.2	-21	-9	4	-0.4
O=[N+]([O-])c1ccc(S(=O)(=O)N/N=C/c2cccs2)cc1	5	3	3	1	-0.3	-11	-27	4	7.7
O=C(N/C(=C/c1ccc(Cl)cc1)c1nc2ccccc2[nH]1)c1ccco1	-3	7	1	2	-0.7	-6	-5	4	1.4
CC(=O)OCCCNc1cc(SCc2ccco2)c2nonc2c1[N+](=O)[O-]	-5	0[fluorescence artefact?]	4	-4	-0.7	-19	-17	0	-0.3
COCCn1c(C)c(C(=O)O)sc1=S	0	2[fluorescence artefact?]	-1	8	0.4	-7	1	4	1.0
O=C(COc1c(CO)cc(Br)cc1CO)NC1CCCc2ccccc21 (stereo not drawn)	0	2	0	16	1.1	-6	2	1	1.4
O=C(Nc1c(-c2cccs2)nc2ccccn12)c1ccccc1F	0	-5	-1	6	0.4	-22	0	1	0.3
COC(=O)C(Cc1ccccc1)NC(=O)CNS(=O)(=O)c1ccc(Br)cc1 (stereo not drawn)	2	-2	7	10	0.2	1	6	6	-0.2
CCOc1ccc(CN2CCN(Cc3ccon3)CC2CCO)cc1 (stereo not drawn)	0	0	0	5	0.4	-4	-13	4	1.5
COc1ccc(Cc2nc(C(=O)Nc3ccc(OC)cc3)cs2)cc1	0	11	3	-12	0.5	·	7	6	-6.1
Cc1ccc(NC(=O)O/N=C/c2cccc([N+](=O)[O-])c2)cc1	3	-1	-1	-2	0.3	16	-9	13	0.6
O=C(Nc1ccc2c(c1)OCCO2)c1cccc(S(=O)(=O)N2CCOCC2)c1	-2	2	-2	-10	-1.1	0	-10	5	0.4
O=[N+]([O-])c1cc(Cl)ccc1N1CCN(c2cccc(C(F)(F)F)c2)CC1	-3	4	-1	-6	1.0	-16	-7	1	-0.6
O=C(CSc1nc2ccccc2s1)Nc1ncccn1	-2	-2	1	-9	0.5	-6	3	7	-1.1
COc1ccc(C(=O)/C=C/C(=O)N(Cc2ccccc2)C(C(=O)NC2CCCCC2)c2ccncc2)c(O)c1 (stereo not drawn)	0	16	-1	-2	-0.4	1	-6	6	0.1
Cc1ccc(-c2nc(CS(=O)CC(=O)NC3CCCC3)c(C)o2)cc1 (stereo not drawn)	0	0	2	-2	0.2	-3	-20	8	-0.3

Structural class: those above containing an NH in an aromatic ring (4)
SMILES	Ba/F3 V617F tox	eIF4E-4G inh	Wee1 stabilizer	NPY-Y2 PAM-ag	PERK inh	MDM2 E3 inh	S1P4 antag	BaF3 parental	S1P4 agonist
Cc1ccc2nc(C(F)C(F)(F)F)[nH]c2c1 (stereo not drawn)	-4	2	-3	-3	0.5	1	3	2	0.1
COc1cccc(-n2c(SCC(=O)N3CCc4ccccc43)nnc2-c2c[nH]c3ccccc23)c1	-1	-4	2	2	1.8	·	4	3	0.5
Nc1nc(-c2nc3ccccc3[nH]2)cs1	0	-15	-2	-12	0.4	-9	-14	4	0.7
O=C(N/C(=C/c1ccc(Cl)cc1)c1nc2ccccc2[nH]1)c1ccco1	-3	7	1	2	-0.7	-6	-5	4	1.4

Later entries:
SMILES	Ba/F3 V617F tox	eIF4E-4G inh	Wee1 stabilizer	NPY-Y2 PAM-ag	PERK inh	MDM2 E3 inh	S1P4 antag	BaF3 parental	S1P4 agonist
CC(NC(=O)c1cc(-c2ccc(Br)cc2)on1)c1ccccc1 (stereo not drawn)	-3	4	0	-7	2.4	3	-1	2	-0.9
COC(=O)/N=C/c1c(NCc2ccccc2)nc2c(C)cccn2c1=O	-2	2	-2	-12	1.2	-8	-4	-3	-0.5
CC(=O)c1ccc(NC(=O)C(C)Nc2ccc(Cl)cc2)cc1 (stereo not drawn)	-1	2	-1	11	0.1	-1	-5	4	1.8
C/C(=N\NC(=O)c1nn(C)c(C)c1Br)c1ccc(NC(=O)c2ccoc2C)cc1	2	-3	1	0	0.0	-6	9	6	4.5
Cc1c(NCc2cc(Cl)ccc2O)c(=O)n(-c2ccccc2)n1C	1	-6	2	13	-0.8	-8	4	7	-0.8
O=C(Nc1ccc(Br)cc1)/C(=C/c1cccc([N+](=O)[O-])c1)NC(=O)C1CCCCC1	-3	-10	-3	-18	0.1	-2	-12	0	-1.1
CCn1c(=O)cc(NC2=NCC(C)CN2c2cccc(Cl)c2)n(C)c1=O (stereo not drawn)	-3	-4	0	6	0.0	2	-12	0	0.4
CCn1cc(C(=O)N2CCc3ccccc32)c(=O)c2cc(S(=O)(=O)N(C)C3CCCCC3)ccc21	0	-4	2	10	-1.2	-10	18	-1	0.6
CC(C)(C)C(=O)Nc1nnc(-c2ccccc2)c(-c2ccccc2)n1	-5	4	-3	-7	1.2	-7	0	3	1.6
Cc1nc(-c2cc(-c3nc(-c4ccc(C(F)(F)F)cc4)no3)no2)cs1	-1	2	-3	5	-0.6	-12	-9	61*	0.2
Brc1cc(Br)cc(CN2CCSCC2)c1	-1	-6	-1	22	2.4	-13	-7	0	-0.4
